# Autophagy mod: modulators of autophagy; MEF GFP-LC3 puncta imaging; test concentration mostly 10 µM; calls only at 10 µM (by protocol); 0.98% of 190,000 active; AID 463193;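 active means percentage of spot-positive cells more than 3 SD above its plate mean, without a fluorescence outlier flag or 80% toxicity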;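 further: spot-positive cell cutoff set from DMSO-treated cells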
# Yfh1-off respiration: mitochondrial function rescue without frataxin homolog – Friedreich's ataxia, plus single-dose screen, dose response (AID 1465); S. cerevisiae Yfh1-off respiration, WST-1 reduction, 72 h; higher fold induction means a stronger effect; fold induction at 50 µM, or EC50 in µM where a hit was titrated; 0.074% of 220,000 active;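 active means fold induction of absorbance versus untreated yeast above a set limit, then at least 30% activation at any dose in follow-up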;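 further: activators that raise dye reduction in frataxin-depleted yeast; strong numbers were not always called active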
# Lipid droplet: modulators of hepatic lipid droplet formation. AML12 mouse hepatocytes, oleate lipid droplets, BODIPY imaging. inhibition, % at 6.5 µM. 0.4% of 240,000 active. AID 1656;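 active means lipid droplet intensity inhibited by at least 50%, with more than 500 cells counted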
#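 System: AML12 hepatocytes (mouse). Probe or stimulus: oleic acid at 100 µM to induce lipid droplet formation. Times: overnight treatment with compound plus oleate. Detection: Image-based BODIPY and DAPI two-channel analysis. Evaluation: percent inhibition of filter-corrected integrated lipid droplet intensity per well.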
# MT stabilizer: microtubule stabilizers in HeLa cells; HeLa tubulin immunostaining HCS, 24 h; share of cells brighter than vehicle mean+2SD; % tubulin-high responders, % at 10 µM; 0.83% of 200,000 active;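 active means plate Z-score above 3 for both tubulin-high and condensed-nucleus cell shares, with cell loss under 80%, at 10 µM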;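 further: anti alpha tubulin signal scored within the nucleus-defined area of each cell; some results filed as inactive read as strong as hits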
# HEK293 NOD2/NF-kB: inhibition of NOD2-driven NF-kB reporter – cell-based, luminescence, uHTS, HEK293 (AID 1566); inhibition, % at 4 µM; hits with a dose series show EC50 in µM; HEK293 NOD2/NF-kB luciferase reporter, luminescence; higher % means a stronger effect; 0.63% of 290,000 active; in the data active means inhibition above about 50%; further: many of its hits are not listed in these tables
# Dynein transport: blocks dynein driven cargo transport along microtubules; z-score, hits read low; 0.47% of 220,000 active; AID 1381; 3617.4 mouse cells, GR-EGFP nuclear translocation imaging; test concentration mostly 20 µM; stimulated with dexamethasone, 1 µM; stronger effect = lower value;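 active means plate z-score of nuclear minus cytoplasmic receptor signal below a set negative limit, without overly bright fluorescence or cell loss, cut at about -3.5 in these data, passing the limit was not always enough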;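 further: z-score of nuclear minus cytoplasmic ring GR-EGFP intensity difference per well; some compounds called inactive have numbers as strong as hits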
#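 Buffer or medium: tet-free medium with charcoal-stripped serum / Also added: dexamethasone agonist, 1.0 µM final, for 30 min / Timing: induction 48 h, compound 1 h, agonist 30 min / Measured by: high-content fluorescence imaging after fixation / Read-out: nuclear-to-cytoplasmic GR-EGFP distribution per well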
# b-catenin transl: beta-catenin nuclear translocation modulation | 0.3% of 190,000 active | nuclear translocation activity, % at 5 µM | HeLa beta-catenin nuclear translocation, immunofluorescence imaging | AID 1665;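 active means nuclear translocation activity above 50% at 5 µM, with a well cell count of 50 or more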;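 further: per-cell ratio of nuclear to cytoplasmic median beta-catenin stain intensity; plate controls were DMSO negative control for no effect and GSK-3 inhibitor IX positive control for full effect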
#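 Test system: human HeLa cell line; Doses: 5 µM primary, 0.02–20 µM confirmation; Incubation: 24 h compound exposure, 37°C; Detection: beta-catenin immunofluorescence imaging with DAPI; Read-out: beta-catenin nuclear/cytoplasmic ratio, % activation.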
# WT yeast gro inh: growth inhibition of WT yeast, mitochondrial fusion screen | mitochondrial fusion phenotypic screen, WT strain | inhibition, % at 10 µM | 2.1% of 190,000 active | AID 1362; in the data active means inhibition above about 58%; tested in S. cerevisiae
# Insulin prom up: MIN6 insulin promoter up-regulation | MIN6 insulin promoter-GFP reporter, high-content imaging; stronger effect = higher value | z-score at 5 µM | 0.3% of 190,000 active;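 active means z-score above 3 at 5 µM with at least 500 cells counted in the well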
# WT yeast gro inh mutant strain: also measured in WT yeast gro inh; calls as there; inhibition, %; mitochondrial fusion phenotypic screen, mutant strain inhibition
# Dynein transport cytoplasmic EGFP: further read-out of Dynein transport, marked with its call; z-score; measured here: cytoplasmic GR-EGFP intensity; stronger effect = higher value
# Dynein transport nuclear GR-EGFP: second read-out of Dynein transport, no call of its own (marks repeat the call); z-score; measured here: nuclear GR-EGFP intensity;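 lower value marks the stronger effect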
# Dynein transport cell count: further read-out of Dynein transport, marked with its call; z-score; measured here: cell count per field
# Insulin prom up cell count: recorded beside Insulin prom up, whose call it bears; cell count; measured here: cytotoxicity, nuclei count;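 total cells summed across four imaged fields per well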
# Lipid droplet cells 6.5 µM: second read-out of Lipid droplet, no call of its own (marks repeat the call); cell count; measured here: cell count, cytotoxicity flag;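 cells counted across two imaged fields per well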
# b-catenin transl cell count 5 µM: also measured in b-catenin transl; calls as there; cell count; measured here: cell count, cytotoxicity flag
# MT stabilizer Hoechst-high %: second read-out of MT stabilizer, no call of its own (marks repeat the call); % Hoechst-high responders; measured here: nuclear condensation Hoechst responders;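 share of cells brighter than vehicle mean plus two SD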
# MT stabilizer cytotoxicity %: recorded beside MT stabilizer, whose call it bears; toxicity, %; measured here: cytotoxicity by cell density;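 0% = mean cell density of plate MIN control wells and 100% = no cells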
# Autophagy mod cell loss 18 h: further read-out of Autophagy mod, marked with its call; toxicity, %; measured here: cell loss, nuclei count;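 cell loss after 18 h compound exposure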
# An asterisk follows results filed as active; i = inactive; x = no result given; + = active, no number. An excerpt; count on the stated rates, not on these rows.
SMILES,Autophagy mod,Autophagy mod cell loss 18 h,Yfh1-off respiration,Lipid droplet,Lipid droplet cells 6.5 µM,MT stabilizer,MT stabilizer Hoechst-high %,MT stabilizer cytotoxicity %,HEK293 NOD2/NF-kB,Dynein transport,Dynein transport cytoplasmic EGFP,Dynein transport nuclear GR-EGFP,Dynein transport cell count,b-catenin transl,b-catenin transl cell count 5 µM,WT yeast gro inh,WT yeast gro inh mutant strain,Insulin prom up,Insulin prom up cell count
CNC(=O)CN1C(=O)NC(Cc2c[nH]c3ccccc23)C1=O (stereo not drawn),x,x,i,-15.8,659,x,x,x,5.2%,-0.505,-0.243,-0.328,0.371,-0.1,1162,x,x,0.15,1457
Cc1sc2ncnc(NCC3(N4CCOCC4)CCCCC3)c2c1C,i,5.0,i,15.0,834,3.1,0.7,6.3,15.9%,0.723,-0.278,0.455,0.617,x,x,-1.3,10.4,0.54,858
CC(=O)c1c(N2CCOCC2)nc(=S)n(Cc2ccccc2)c1C,i,-0.8,i,2.3,736,10.1,1.6,9.1,0.5%,0.0477,-0.226,0.34,0.132,0.5,958,-21.3,-85.5,0.25,1666
COc1ccccc1OCc1cc(-c2ccccc2)no1,i,7.4,i,-3.7,681,2.3,1.9,3.2,-62.5%,-0.37,-0.308,-0.279,0.288,-3.0,1092,21.3,0.6,0.66,1211
C=CCNC(=O)c1ccc2nccnc2c1,i,-2.1,i,29.2,761,2.5,0.2,21.7,6.1%,3.36,-0.139,1.91,-1.12,-1.4,1133,-2.4,5.9,0.07,1286
Cc1ccc(NC(=O)CN2CCc3ccccc3C2)cc1S(=O)(=O)N(C)C,i,-1.3,i,2.8,744,2.9,3.0,6.3,-15.5%,0.259,-0.312,0.6,-0.039,0.7,1090,-8.1,12.9,-0.17,1276
CCN(CC(=O)Nc1ccc(Cl)c(S(=O)(=O)N(C)C)c1)CC(=O)NC(C)C,i,-8.1,i,0.6,664,3.6,2.3,0.8,-8.3%,-0.0767,-0.214,0.00132,0.511,-1.8,1099,-6.9,-20.6,-0.47,1611
Cc1ccccc1-n1cnnc1SCC(=O)N1CCN(c2ccccc2)CC1,i,5.2,i,-15.2,774,3.4,2.2,6.1,16.2%,0.73,0.0793,0.444,0.665,2.3,1007,9.1,2.2,0.33,942
CCN(CC)S(=O)(=O)c1cccc(C(=O)N/N=C/c2ccc(O)c(O)c2O)c1,i,-1.9,>100µM*,0.5,646,1.7,2.6,10.6,-9.2%,-0.295,-0.233,-0.0815,1.03,0.1,955,0.7,7.6,0.03,1245
COc1ccc(/C=C/C(=O)c2ccc(NC3=NCCCS3)cc2)cc1OC,i,25.2,i,1.5,659,17.8,5.2,47.3,-18.0%,-2.62,0.39,-1.3,0.104,0.3,957,1.2,-6.8,-0.19,1034
CCC(=O)N1CCN(c2ccc(OC)cc2[N+](=O)[O-])CC1,i,24.5,i,8.6,675,2.9,1.8,9.6,-4.9%,0.839,-0.214,0.304,-1.12,-0.4,1078,4.7,14.3,0.28,1846
CCc1cc2c(=O)n(CC(C)C)cnc2s1,i,4.6,i,-9.7,693,3.5,2.0,5.5,-2.3%,-1.24,0.59,-0.749,1.04,x,x,-13.2,2.4,-0.38,1405
O=C(Nc1ccccc1)c1ccc(-c2ccc(Br)cc2)o1,i,9.5,i,-9.3,728,1.1,1.7,4.1,-50.5%,-0.747,0.0306,-0.0181,0.817,x,x,73.6*,67.2*,x,x
COC(=O)c1scc(C)c1NC(=O)CC1NCCNC1=O (stereo not drawn),x,x,i,-2.1,732,x,x,x,17.0%,0.2,-0.28,0.51,0.973,-0.2,1314,x,x,0.89,978
CC(=O)c1ccc(Oc2cc(C)nc(-n3nc(C)cc3C)n2)cc1,+,52.9*,i,-71.4,466,17.9*,57.9*,18.9*,-23.7%,0.161,-0.168,0.0695,-0.794,x,x,-3.9,8.7,-1.04,1012
CCCCOc1ccc(-c2c(C(=O)Nc3ccccc3)c(C)[nH]c(=S)c2C#N)cc1,i,-0.6,i,-35.9,685,3.9,2.8,9.2,-4.1%,-0.138,-0.343,0.391,0.179,-2.8,1125,-6.3,2.3,-2.01,923
Cc1ccc(S(=O)(=O)Nc2ccc(Cl)cc2C(=O)c2ccccc2)cc1,i,-7.1,i,-7.4,630,5.7,2.1,8.5,2.1%,0.677,-0.139,0.281,-0.964,-4.6,1132,41.1,-5.9,0.26,1258
CCOC(=O)C1(CCOc2ccccc2)CCN(Cc2ccc3c(c2)OCCO3)CC1,i,-16.7,i,-18.6,628,0.9,1.4,9.6,-18.1%,1.05,-0.185,0.669,-0.761,0.6,1076,29.3,32.1,-1.36,1103
Cn1c(SCC(=O)Nc2ccccc2-c2ccccc2)nnc1-c1ccco1,i,-60.2,i,x,x,7.4,2.5,15.9,13.1%,1.12,-0.371,0.624,-0.999,-2.3,1189,-16.5,7.7,0.09,1046
Cc1oc(-c2cc3c(cc2Cl)OCO3)nc1CN1CCCC(C(=O)N2CCOCC2)C1 (stereo not drawn),i,7.9,i,-20.4,608,2.0,1.4,6.0,9.4%,0.573,-0.215,-0.024,0.486,-0.7,1015,-6.6,-5.8,-0.04,1619
Cc1ccc(CN=C(N)Nc2nc(C)cc(C)n2)cc1,i,29.9,i,-119.0,399,12.1*,20.8*,54.4*,-66.7%,-0.789,-0.255,-0.842,0.863,41.7,472,2.0,-13.0,-1.9,1023
Cc1ccc(CCNC(=O)C2CC(c3cccc(F)c3)=NO2)cc1 (stereo not drawn),x,x,i,-12.1,699,x,x,x,-3.0%,1.68,-0.662,1.39,-1.69,1.9,1113,x,x,0.5,713
OCCC1CN(Cc2c(F)cccc2Cl)CCN1C1CCCC1 (stereo not drawn),i,4.3,i,-12.3,712,3.1,1.6,0.3,-12.9%,0.0169,-0.29,-0.194,0.654,2.2,938,9.3,15.9,-0.09,1443
COC(=O)c1ccc(OC(=O)c2ccc(OC)cc2)c(OC)c1,i,-1.7,i,0.7,707,2.4,1.5,9.0,4.6%,-0.321,-0.332,-0.165,0.149,-0.7,958,-7.9,9.5,-0.01,1584
CCOC(=O)C1=NN(c2ccc(F)cc2)C2=NC(C)=C(C(=O)OC)C(c3cccs3)N12 (stereo not drawn),i,14.2,i,x,x,3.8,2.4,6.2,x,-0.141,-0.126,-0.18,-0.5,x,x,x,x,x,x
CCCN1C(=O)CC(C(=O)OC)=C1C,i,-9.2,i,15.8,774,1.2,1.2,7.4,-5.4%,0.304,0.0191,0.372,0.325,0.9,1201,-14.9,-1.4,0.02,1324
Cc1cc(=O)[nH]c(SCC(=O)Nc2nnc(CC(C)C)s2)n1,i,7.2,i,1.2,732,2.9,2.0,5.1,-8.3%,0.468,-0.258,0.406,0.195,x,x,2.5,-38.8,-0.29,1249
COc1cccc(CSc2nnc(-c3ccc(F)cc3)o2)c1,i,5.0,i,2.8,768,1.6,1.9,5.6,-6.4%,-0.26,-0.183,0.0448,0.258,-3.3,1250,16.8,11.8,-0.9,1264
Cc1cccc(CN2CCN(Cc3ccc(-n4cccn4)cc3)CC2CCO)n1 (stereo not drawn),i,27.1,i,4.0,643,2.6,1.4,3.6,9.7%,2.36,-0.224,1.04,-0.851,-1.4,1084,1.0,-6.8,0.03,1386
Cn1cccc1-c1nc2ccccc2n1C,i,1.0,x,11.4,771,4.1,2.0,5.4,-0.5%,1.1,-0.0367,0.605,-0.319,1.9,855,4.6,-1.5,0.4,1254
COc1ccc(C2=NN3C(=O)c4c(ccc(OC)c4OC)C3C2)cc1 (stereo not drawn),i,-28.2,i,-18.2,733,2.1,1.7,4.9,23.1%,0.042,-0.199,-0.282,0.0891,3.7,1008,4.8,6.7,-0.22,1654
Cc1ccc(CCNC(=O)C2CCN(S(=O)(=O)N3CCCC3)CC2)cc1,i,3.0,i,-5.3,785,2.8,2.4,8.1,-5.6%,-0.477,-0.167,-0.289,2.11,-1.9,1144,4.2,0.8,0.16,1264
CC(=O)Nc1coc2ccc(Br)cc12,i,-1.5,i,x,x,1.3,1.2,3.8,3.3%,-0.327,-0.226,-0.26,0.444,-4.6,984,1.7,17.0,-0.13,1208
CSc1nnc(-c2ccccc2)c(-c2ccccc2)n1,x,x,i,-3.2,713,x,x,x,23.8%,-0.0293,-0.221,-0.108,-0.436,-0.9,1344,x,x,-0.36,1390
O=C(Nc1ccccc1)/C(=C/c1ccccc1)NC(=O)c1ccco1,i,15.3,i,12.1,668,4.6,1.6,6.9,-7.6%,-0.139,-0.31,0.24,0.515,-4.2,1096,11.2,1.0,1.29,1515

# Among those listed so far, 2 contain bromine.
SMILES,Autophagy mod,Autophagy mod cell loss 18 h,Yfh1-off respiration,Lipid droplet,Lipid droplet cells 6.5 µM,MT stabilizer,MT stabilizer Hoechst-high %,MT stabilizer cytotoxicity %,HEK293 NOD2/NF-kB,Dynein transport,Dynein transport cytoplasmic EGFP,Dynein transport nuclear GR-EGFP,Dynein transport cell count,b-catenin transl,b-catenin transl cell count 5 µM,WT yeast gro inh,WT yeast gro inh mutant strain,Insulin prom up,Insulin prom up cell count
O=C(Nc1ccccc1)c1ccc(-c2ccc(Br)cc2)o1,i,9.5,i,-9.3,728,1.1,1.7,4.1,-50.5%,-0.747,0.0306,-0.0181,0.817,x,x,73.6*,67.2*,x,x
CC(=O)Nc1coc2ccc(Br)cc12,i,-1.5,i,x,x,1.3,1.2,3.8,3.3%,-0.327,-0.226,-0.26,0.444,-4.6,984,1.7,17.0,-0.13,1208

# Source: PubChem
